Cdc42 wt: modulators of GTP binding to wildtype Cdc42, primary screen, biochemical, multiplex bead flow cytometry, Bodipy-GTP; hit rate 0.2% among 190,000; AID 761, 2007; GST-Cdc42 beads; actives lie on both sides; percent activity (GTP binding), % at 10 µM; Cell division control protein 42 homolog (Homo sapiens), P60953;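 active = percent activity GTP binding at least 20 points away from the 100% baseline, either down as inhibitor or up as activator; inconclusive = compound flagged as likely green fluorescent from well-wide comparison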;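 note: median bead fluorescence of bound Bodipy-FL-GTP at 100 nM; 0% = excess unlabeled GTP control and 100% = no compound control; below 100% means less GTP binding so inhibitor and above means activator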
Target sequence (P60953 whole entry, looked up): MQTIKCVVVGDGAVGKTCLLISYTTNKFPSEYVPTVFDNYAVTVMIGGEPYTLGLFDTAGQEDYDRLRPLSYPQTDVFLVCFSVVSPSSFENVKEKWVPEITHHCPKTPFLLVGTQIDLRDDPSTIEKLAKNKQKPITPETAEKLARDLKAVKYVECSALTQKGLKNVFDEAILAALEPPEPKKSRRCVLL
Rab7 wt modul: modulators of GTP binding to Rab7, primary screen, biochemical, wildtype, multiplex bead flow cytometry. AID 758, 2007. GST-Rab7 beads, fluorescent GTP binding; actives lie on both sides; untreated = 100%, excess cold GTP = 0%. hit rate 0.055% among 190,000. Rab7 GTPase wild type (dog), Bodipy-FL-GTP binding. GTP binding activity (percent of control), % at 10 µM;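 active = fluorescent GTP binding to Rab7 beads changed by at least 20 points from the 100% baseline, either direction, mostly lower; inconclusive = compound itself probably fluorescent, or too few beads counted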;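 note: median green fluorescence of bound Bodipy-FL-GTP per Rab7 bead population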
ABCG2 inh: ABCG2 efflux pump inhibitors, primary screen, multiplex with ABCB1, IgMXP3 cells, flow cytometry; JC-1 efflux; Broad substrate specificity ATP-binding cassette transporter ABCG2 (Homo sapiens), Q9UNQ0; AID 1325, 2008; hit rate 0.1% among 190,000; inhibition, % at 6.6 µM;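 active = inhibition above 80%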;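 note: 0% = DMSO and 100% = nicardipine control wells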
Target sequence (Q9UNQ0 whole entry, looked up): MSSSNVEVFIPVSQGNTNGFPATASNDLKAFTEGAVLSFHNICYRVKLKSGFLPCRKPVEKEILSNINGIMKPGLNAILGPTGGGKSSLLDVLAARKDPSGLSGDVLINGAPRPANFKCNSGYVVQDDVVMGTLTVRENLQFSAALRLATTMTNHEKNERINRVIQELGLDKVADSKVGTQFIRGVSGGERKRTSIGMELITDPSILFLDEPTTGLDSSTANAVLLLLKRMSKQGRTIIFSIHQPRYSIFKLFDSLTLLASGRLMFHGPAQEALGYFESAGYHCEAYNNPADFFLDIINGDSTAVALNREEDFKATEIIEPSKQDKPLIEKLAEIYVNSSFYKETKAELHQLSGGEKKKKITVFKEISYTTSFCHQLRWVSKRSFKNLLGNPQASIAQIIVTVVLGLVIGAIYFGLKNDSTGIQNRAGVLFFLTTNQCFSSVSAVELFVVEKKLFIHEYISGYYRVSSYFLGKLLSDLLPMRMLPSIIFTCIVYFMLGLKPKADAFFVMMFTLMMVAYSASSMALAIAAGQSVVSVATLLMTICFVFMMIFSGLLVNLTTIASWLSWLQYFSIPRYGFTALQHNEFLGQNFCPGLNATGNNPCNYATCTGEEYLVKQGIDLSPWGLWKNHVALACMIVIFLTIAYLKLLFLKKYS
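Test system: IgMXP3 (ABCG2) plus far-red-tagged CCRF-Adr (ABCB1) cells / Amount: 3 million cells/mL in well / Reagent: JC-1 transporter substrate / Timing: 10 min compound exposure, 25 °C / Signal: flow cytometry, 530 nm JC-1 signal / Read-out: percent efflux inhibition, scaled nicardipine 100% to DMSO 0% / Benchmarks: nicardipine as high control, DMSO as low control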
Avidin fluor: green autofluorescence of compounds with avidin beads – biophysical, 488/530 nm, flow cytometry, artefact control, profiling panel; compound fluorescence 488/530 nm; active compounds read high; fluorescence (KMESF) at 10 µM; hit rate 0.38% among 220,000; in the data active = fluorescence above about 47; note: inactives centre near 10
Rac1 act GTP bind: GTP binding modulators of activated mutant Rac1, primary screen, biochemical, bead-based flow cytometry, multiplex, fluorescent GTP | Ras-related C3 botulinum toxin substrate 1 (Homo sapiens), P63000 | GST-Rac1 activated beads; actives lie on both sides; 100% means binding = to untreated wells | percent activity (GTP binding), % at 10 µM | hit rate 0.11% among 190,000;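 active = GTP binding at least 20 percentage points away from the 100% baseline, in either direction, so actives lie on both sides; inconclusive = Compound likely fluorescent itself, or too few beads counted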
Pf gametocyte: late stage P. falciparum gametocyte viability inhibitors, primary screen, ATP luminescence, HTS; P. falciparum stage V gametocytes, 24 h; inhibition, % at 10.9 µM; hit rate 0.065% among 150,000; AID 743093, 2013;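 active = inhibition above the mean plus 3 SD of compounds within the control limits, set per campaign, cut at about 38% in these data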;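 note: 0% = DMSO wells and 100% = medium only without gametocytes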
ABCB1 block: ABCB1 efflux pump inhibitors, primary screen, cell-based, multiplex, flow cytometry, ABCG2 counter-screen; ATP-dependent translocase ABCB1 (Homo sapiens), P08183; CCRF-Adr cells, JC-1 efflux; inhibition, % at 6.6 µM; hit rate 0.067% among 190,000; AID 1326, 2008; in the data active = inhibition above about 40%;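 note: 0% = vehicle and 100% = reference inhibitor; higher value means more JC-1 retained so stronger ABCB1 efflux block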
GSH fluor: compound fluorescence on glutathione beads, profiling panel, artefact control, biophysical, 488/530 nm, flow cytometry. fluorescence (KMESF) at 10 µM. GSH beads flow cytometry, compound fluorescence 488/530 nm; active compounds read high. AID 1776, 2009. hit rate 0.25% among 190,000; in the data active = fluorescence above about 89;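 note: glutathione beads carrying GST-tagged Bcl family fusion proteins plus one bare bead set; values are compound well signal with DMSO vehicle wells as background; inactives centre near 16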
Rab2 wt GTP: modulators of GTP binding to Rab2A wildtype, primary screen, biochemical, dog, bead-based flow cytometry, multiplex; Ras-related protein Rab-2A (Canis lupus familiaris), P61105; GST-Rab2 wt beads, Bodipy-GTP binding; GTP binding activity, % at 10 µM; hit rate 0.19% among 190,000; AID 760, 2007;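 active = GTP binding activity at least 20 points away from 100%, either lowered or raised; inconclusive = signal likely due to the compound's own green fluorescence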;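 note: 0% = beads with excess unlabeled GTP and 100% = no-compound control corrected for plate trend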
HRas wt GTP: modulators of GTP binding to HRas wildtype, primary screen, biochemical, bead-based flow cytometry, multiplex | GST-Ras wt beads, Bodipy-FL-GTP binding; actives lie on both sides | GTP binding activity, % at 10 µM | hit rate 0.14% among 190,000 | AID 759, 2007;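 active = GTP binding activity at least 20% away from the 100% baseline, either lowered as inhibitor or raised as activator; inconclusive = flagged as likely green fluorescent, judged across all proteins in the well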;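 note: 0% = unlabeled GTP competition control and 100% = no-compound control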
Target sequence (P01112 whole entry, looked up): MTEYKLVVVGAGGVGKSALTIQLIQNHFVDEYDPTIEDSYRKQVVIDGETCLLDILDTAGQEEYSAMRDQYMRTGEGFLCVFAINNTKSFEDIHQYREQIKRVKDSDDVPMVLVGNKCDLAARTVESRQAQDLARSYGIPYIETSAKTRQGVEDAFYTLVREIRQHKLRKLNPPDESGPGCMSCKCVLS
Rac1 wt GTP bind: wildtype Rac1 GTP binding modulators, primary screen, biochemical, GST-Rac1 beads, flow cytometry, multiplex; GTP binding activity (% of control), % at 10 µM; AID 757, 2007; fluorescent GTP binding; actives lie on both sides; 0 = cold GTP competed, 100 = untreated; hit rate 0.27% among 190,000;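 active = GTP binding activity at least 20 points away from the 100% control level, either lower or higher; inconclusive = compound flagged as likely green fluorescent, judged across all proteins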
* marks the source's active call; other numbers are inactive results; ? = inconclusive; · = no result given.

entry	canonical_smiles	Cdc42 wt	Rab7 wt modul	ABCG2 inh	Avidin fluor	Rac1 act GTP bind	Pf gametocyte
1	O=C(CN1CCCCC1CO)c1ccc(OC(F)F)cc1 (stereo not given)	96	98	13	11	98	3
2	COn1c(=O)c(=O)n(OC)c2ccccc21	102	92	2	15	101	·
3	CCOc1ccc2nc(NS(C)(=O)=O)sc2c1	102	98	0	35	98	3
4	CCOC(=O)Nc1cc(=O)c2ccccc2o1	100	99	0	7	98	-26
5	COC(=O)COc1ccc(S(=O)(=O)Nc2ccccc2SC)cc1	104	95	8	22	97	-2
6	O=C(CSc1nnc(Nc2ccccc2)s1)NCc1cccs1	103	98	1	12	99	18
7	O=Cc1cn(Cc2ccccc2)nc1-c1cccnc1	96	105	2	11	95	-1
8	O=C(Cn1c(-c2ccccc2)noc1=O)N1CCC(Cc2ccccc2)CC1	97	98	2	11	93	9
9	CCOC(=O)c1nnn(-c2nonc2-n2cccc2)c1CCl	96	90	0	6	91	·
10	C/C(=N/O)c1ccc(N2C(=O)C3C4C=CC(C3C2=O)C2C3C(=O)N(c5ccc(/C(C)=N/O)cc5)C(=O)C3C42)cc1 (stereo not given)	90	99	-2	7	92	8
11	Cc1ccc2nc(-c3ccc(NS(=O)(=O)c4ccccc4)cc3)sc2c1	87	93	1	9	94	-19
12	CCn1cc(/C=C/C(=O)Nc2ccn(Cc3c(F)c(F)c(F)c(F)c3F)n2)cn1	101	99	15	5	100	5
13	CC(C)(C)NC(=O)C(c1ccncc1)N(C(=O)Cn1nnc(-c2ccc(F)cc2)n1)c1ccccc1F (stereo not given)	100	98	1	7	96	·
14	C=CCn1c(NCCOC)nc2c1c(=O)n(C)c(=O)n2C	107	104	1	18	99	·
15	COc1ccc(NC2=Nc3cccc4cccc2c34)cc1	96	97	10	14	100	·

entry	ABCB1 block	GSH fluor	Rab2 wt GTP	HRas wt GTP	Rac1 wt GTP bind
1	0.1	15	97	99	103
2	0.7	66	103	100	99
3	-0.1	11	98	100	103
4	0.1	63	98	99	96
5	-0.1	21	101	99	102
6	0.3	13	98	98	102
7	0.2	14	98	101	100
8	-0.1	17	96	99	99
9	0.3	4	92	94	94
10	-0.7	8	94	92	91
11	0.3	13	93	92	91
12	2.3	10	98	99	107
13	0.4	15	95	96	102
14	0.2	11	102	102	107
15	2.1	9	99	101	101

Other entries
entry	canonical_smiles	Cdc42 wt	Rab7 wt modul	ABCG2 inh	Avidin fluor	Rac1 act GTP bind	Pf gametocyte
16	Cc1ccc(C)c(N(CC(=O)N(C)C)S(C)(=O)=O)c1	100	103	15	13	96	·
17	CN1CCN(Cc2c(O)c(Cl)cc3c(-c4ccccc4)cc(=O)oc23)CC1	100	99	1	34	96	·
18	O=C(NCC1CCCO1)c1cc(-c2ccc(Cl)cc2Cl)on1 (stereo not given)	104	101	10	13	97	·
19	CCOC(=O)C1=c2s/c(=C\c3ccncc3)c(=O)n2C(N)=C(C(=O)OC)C1c1ccncc1 (stereo not given)	89	103	2	19	89	19
20	O=C(COC(=O)CCc1c[nH]c2ccccc12)NC(c1ccccc1)c1ccccc1	102	102	19	8	99	·
21	CCC(C)NC(=O)Cc1ccc(-c2ccccc2)cc1 (stereo not given)	99	110	1	9	96	7
22	Cc1ccc(-c2nn3c(C)nnc3s2)cc1NC(=O)c1ccc(-c2ccc(Cl)cc2Cl)o1	102	96	4	6	101	·
23	O=C(Nc1ccc2cn[nH]c2c1)c1ccc(S(=O)(=O)N2CCOCC2)cc1	96	104	4	10	96	-10
24	Cc1ccc2cc(CN(C(=O)c3ccco3)c3ccccc3)c(=O)[nH]c2c1	102	103	0	8	101	·
25	Cc1[nH]c2ccccc2c1/C=C(\C#N)C(=O)NC(C)c1ccccc1 (stereo not given)	?	?	2	14	?	·
26	Cc1cc(C)c(NC(=O)C(C)OC(=O)c2cc(Br)c(Br)s2)c(C)c1 (stereo not given)	104	100	-2	13	101	6
27	CC(=O)OCCN(C)c1cc(SC(C)C)c2nonc2c1[N+](=O)[O-]	92	99	21	12	90	-3
28	COc1ccccc1C/C(N)=N/OC(=O)c1cccc([N+](=O)[O-])c1	97	92	43	7	95	-3
29	O=C(CCCN1C(=O)/C(=C/c2ccccc2Cl)SC1=S)NNC(=O)c1ccccc1Cl	97	101	-3	3	100	-7
30	Cn1c(CN2CCOCC2)nnc1SCC(N)=O	104	106	0	38	101	4

entry	ABCB1 block	GSH fluor	Rab2 wt GTP	HRas wt GTP	Rac1 wt GTP bind
16	1.0	37	100	101	103
17	0.4	14	97	99	98
18	0.5	10	103	103	104
19	3.1	8	92	96	96
20	1.4	20	101	99	102
21	0.6	11	101	101	101
22	0.3	84	101	102	103
23	-0.8	10	96	96	96
24	0.2	12	100	103	108
25	0.0	17	?	?	?
26	0.9	6	99	100	103
27	2.3	11	93	94	96
28	0.8	32	97	95	101
29	-1.0	10	100	98	101
30	0.2	15	102	102	105

Arranged by length of the SMILES (highest first): 3 of the compounds above.
entry	canonical_smiles	Cdc42 wt	Rab7 wt modul	ABCG2 inh	Avidin fluor	Rac1 act GTP bind	Pf gametocyte
20	O=C(COC(=O)CCc1c[nH]c2ccccc12)NC(c1ccccc1)c1ccccc1	102	102	19	8	99	·
16	Cc1ccc(C)c(N(CC(=O)N(C)C)S(C)(=O)=O)c1	100	103	15	13	96	·
21	CCC(C)NC(=O)Cc1ccc(-c2ccccc2)cc1 (stereo not given)	99	110	1	9	96	7

entry	ABCB1 block	GSH fluor	Rab2 wt GTP	HRas wt GTP	Rac1 wt GTP bind
20	1.4	20	101	99	102
16	1.0	37	100	101	103
21	0.6	11	101	101	101

(more compounds)
entry	canonical_smiles	Cdc42 wt	Rab7 wt modul	ABCG2 inh	Avidin fluor	Rac1 act GTP bind	Pf gametocyte
31	O=C(Nc1ccccc1C(=O)N/N=C/c1ccncc1)c1ccccc1	99	99	29	11	95	·
32	CCC(C(=O)N1CCc2cc(OC)c(OC)cc2C1)c1ccccc1 (stereo not given)	?	?	2	18	?	·
33	COc1cc(OC)c(-c2nnc3n(CCc4ccccc4)c(=O)c4ccccc4n23)cc1OC	100	99	1	16	100	-2
34	CC1CCN(c2c(NCc3ccc(C(=O)N4CCc5ccccc54)cc3)c(=O)c2=O)CC1	88	90	2	4	93	·
35	O=C(Nc1ccc2[nH]c(=O)[nH]c2c1)C(F)(F)F	101	99	1	10	98	-3
36	COC(=O)Nc1ccc2c(c1)ncn2C1CCCCC1	100	101	-3	11	97	-27
37	C/C(=N\NC=O)c1ccncc1	99	95	0	6	99	22
38	Cc1cccc(OCCNC(=O)c2ccc(Oc3ccc(C(F)(F)F)cc3[N+](=O)[O-])cc2)c1	88	96	5	19	87	·
39	Cc1cccc(NC(=O)CSc2nnc(CCC(=O)Nc3ccc(C)c(Cl)c3)n2C)c1	101	101	3	12	98	·
40	CCOC(=O)C(C(=O)OCC)C(CC(=O)C1CC1)c1ccccc1 (stereo not given)	99	100	0	18	98	8
41	CCOc1cc(NC(=O)c2ccco2)c(OCC)cc1NC(=O)CCC(=O)NCc1cccnc1	105	105	6	14	97	·
42	Cn1nc(-c2ccc(Cl)cc2)c2cc(C(=O)N3CCN(C(=O)c4ccco4)CC3)sc21	99	98	2	5	98	·
43	COc1ccc(Cc2nnc(N/N=C/c3ccccc3O)[nH]c2=O)cc1OC	97	97	5	11	97	·
44	COc1ccc(S(=O)(=O)NCC2CCCN(CC(C)(C)C)C2)cc1 (stereo not given)	98	102	4	8	98	-10
45	CC(NC(=O)OC(C)(C)C)C(=O)N1CCCC1C(=O)NC(Cc1ccccc1)C(N)=O (stereo not given)	103	93	2	6	99	-1

entry	ABCB1 block	GSH fluor	Rab2 wt GTP	HRas wt GTP	Rac1 wt GTP bind
31	0.9	24	97	98	100
32	1.2	24	?	?	?
33	0.9	20	99	99	101
34	-0.6	21	89	89	92
35	0.2	24	99	96	99
36	-7.5	11	98	100	101
37	1.0	19	97	98	99
38	1.1	18	86	89	87
39	0.1	25	100	100	101
40	1.2	33	100	98	103
41	0.7	34	101	104	103
42	2.3	27	98	99	100
43	0.5	9	97	97	95
44	2.0	25	101	97	99
45	0.4	42	97	95	101

(listing goes on)
entry	canonical_smiles	Cdc42 wt	Rab7 wt modul	ABCG2 inh	Avidin fluor	Rac1 act GTP bind	Pf gametocyte
46	O=C(Nc1ccc(Cl)cc1Cl)C1=Cc2ccccc2OC1	103	102	0	9	101	·
47	C/C(=N\NC(=O)c1ccc(Cn2cc(Br)cn2)o1)c1cccc(NC(=O)C(C)C)c1	98	94	-20	12	99	·
48	Cc1cc(NC(=O)c2ccc(S(=O)(=O)N(C)C)cc2)n(-c2ccccn2)n1	100	99	9	88*	99	-5
49	Cc1ccnc2c(N3C(=O)C4C5C=CC(C5)C4(C)C3=O)cccc12 (stereo not given)	97	96	3	6	101	·
50	Cc1ccc(C(CC(=O)c2ccc(Cl)cc2)C(=O)O)cc1 (stereo not given)	86	92	0	11	86	18
51	O=C(NCc1ccco1)C(=O)c1cn(CC(=O)N2CCCC2)c2ccccc12	96	102	3	11	97	·
52	Cc1cc(=O)n(-c2ccccc2Cl)[nH]1	93	105	-2	11	94	0
53	CC(=O)c1c(N2CCN(c3ccccc3)CC2)nc(=S)n(-c2ccccc2)c1C	103	104	2	38	100	·

entry	ABCB1 block	GSH fluor	Rab2 wt GTP	HRas wt GTP	Rac1 wt GTP bind
46	0.1	14	102	102	107
47	-2.1	11	96	98	101
48	3.9	26	98	101	101
49	0.5	18	98	98	102
50	-0.5	10	89	87	91
51	0.8	10	101	96	99
52	0.5	10	96	97	91
53	0.8	18	102	103	103

Compound activity: PubChem BioAssay, several laboratories

Compounds were not picked by outcome; any-hit rate near 1.1%.
